# Compound activity: PubChem BioAssay, National Center for Advancing Translational Sciences (NCATS)
# mIDH1 inhibitor: qHTS for Inhibitors of mutant isocitrate dehydrogenase 1 (IDH1): qHTS | Isocitrate dehydrogenase [NADP] cytoplasmic (Homo sapiens), O75874 | IDH1-R132H enzyme, NADPH consumption, diaphorase/resazurin fluorescence | Potency, µM (highest dose often 76.6 µM), for the others: top-dose activity change, negative = inhibition, most hits filed as inhibitors | 390,000 compounds, 0.093% hits; note: potency is the fitted concentration of half-maximal effect; % is set by controls: 0 for no effect and ±100 for the full control effect; nearly all actives have a fitted effect of over 65% in size
#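 IDH1-R132H (0.5 ug/mL) preincubated 30 min with compound, then NADPH (0.016 mM) and alpha-KG (2 mM) added; 80 min at RT, pH 7.5. Remaining NADPH coupled via diaphorase/resazurin to fluorescence (540/590 nm); concentration-response curves normalized to no-enzyme control.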
# RXFP1 ag: qHTS Assay for Agonists of the Relaxin Receptor RXFP1; Potency, µM (doses to about 57.5 µM), for inactives: at the highest dose activation, usual class: activators; 370,000 compounds, 0.3% hits; HEK293T-RXFP1 cAMP TR-FRET, 30 min; response scale: percent of porcine relaxin response, buffer zero; Relaxin receptor 1 (Homo sapiens), Q9HBX9; note: potency is the fitted concentration of half-maximal effect; % is set by controls: 0 for no effect and ±100 for the full control effect; nearly all actives have a fitted effect of over 60% in size; many of its hits are not listed in these tables
# Target sequence (Q9HBX9 whole entry, looked up): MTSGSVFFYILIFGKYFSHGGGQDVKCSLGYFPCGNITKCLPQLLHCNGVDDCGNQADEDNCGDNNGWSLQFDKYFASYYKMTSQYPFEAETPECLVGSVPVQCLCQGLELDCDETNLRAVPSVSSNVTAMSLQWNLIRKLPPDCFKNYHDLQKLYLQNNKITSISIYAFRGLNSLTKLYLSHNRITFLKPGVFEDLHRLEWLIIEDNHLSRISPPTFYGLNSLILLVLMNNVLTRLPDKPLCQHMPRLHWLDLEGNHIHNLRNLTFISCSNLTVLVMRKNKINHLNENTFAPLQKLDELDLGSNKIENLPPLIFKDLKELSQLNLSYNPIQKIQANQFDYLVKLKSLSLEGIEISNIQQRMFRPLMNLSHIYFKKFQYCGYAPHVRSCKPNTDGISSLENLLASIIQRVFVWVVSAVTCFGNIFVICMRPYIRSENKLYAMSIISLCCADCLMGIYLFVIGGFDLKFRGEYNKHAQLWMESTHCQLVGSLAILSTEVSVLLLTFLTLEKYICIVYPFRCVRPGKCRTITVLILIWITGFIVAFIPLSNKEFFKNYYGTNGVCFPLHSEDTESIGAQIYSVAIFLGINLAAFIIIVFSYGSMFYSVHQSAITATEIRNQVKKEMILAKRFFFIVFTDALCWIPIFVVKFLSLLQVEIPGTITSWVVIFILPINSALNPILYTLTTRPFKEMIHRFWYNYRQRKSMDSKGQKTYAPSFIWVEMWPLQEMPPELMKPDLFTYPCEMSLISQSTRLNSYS
#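 HEK293 cells stably expressing RXFP1, treated 30 min at 37C with compounds plus PDE4 inhibitor Ro 20174; cAMP measured by HTRF TR-FRET. Normalized to buffer and 29 nM porcine relaxin; EC50 by Hill fit.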
# USP1 inh: Inhibitors of USP1/UAF1: Primary Screen; Ubiquitin carboxyl-terminal hydrolase 1 (Homo sapiens), O94782; recombinant USP1/UAF1, Ub-Rhodamine cleavage fluorescence; AID 743255, 2014; Potency, µM (highest dose often 57.1 µM), for inactives: top-dose activity change, negative = inhibition, usual class: inhibitors; 390,000 compounds, 0.23% hits; note: potency is the fitted concentration of half-maximal effect; % is set by controls: 0 for no effect and ±100 for the full control effect; nearly all actives have a fitted effect of over 60% in size; inactives centre near -12
#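 High-throughput fluorogenic screen: 1nM USP1/UAF1 complex, Ub-Rho substrate 150nM final, 50mM HEPES pH 7.8 with 0.5mM EDTA, 0.1 mg/ml BSA, 1mM TCEP and 0.01% Tween-20.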
# TrxR1 substrate: qHTS Assay for Substrates of Mammalian Selenoprotein Thioredoxin Reductase 1 (TrxR1): qHTS | purified TrxR1 substrate turnover, NADPH consumption readout | Thioredoxin reductase 1, cytoplasmic (Rattus norvegicus), O89049 | Potency, µM (top dose mostly 114 µM), without a hit: at the top dose activity change, negative = substrate turnover | AID 588456, 2011 | 390,000 compounds, 0.01% hits; note: potency is the fitted concentration of half-maximal effect; % is set by controls: 0 for no effect and ±100 for the full control effect; nearly all actives have a fitted effect of over 50% in size
#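 Rat TrxR1, dispensed at 90 nM, was prereduced with 400 uM NADPH (final) for 5 min at ~22 deg C, then incubated with compound 15 min before 400 uM selenite. A first-read NADPH fluorescence drop versus no-compound background flagged substrates.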
# LDHA block: qHTS assay for inhibitors of human lactate dehydrogenase. L-lactate dehydrogenase A chain (Homo sapiens), P00338. purified LDHA, NADH/diaphorase-resazurin fluorescence; stronger effect = lower value. activity change, % (values are at about 110 or 230 µM). 480,000 compounds, 0.15% hits; in the data active = activity change below about -30%; inconclusive = mostly about -25% to -30%;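 note: plate controls were DMSO wells for no effect and wells without enzyme for full effect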
#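 Enzyme activity of human lactate dehydrogenase 5 (2 nM; 0.06 mM NADH, 0.2 mM pyruvate, 5 min, RT) is measured via a resazurin/diaphorase fluorescence readout of residual NADH.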
# GRP78 ERSR act: qHTS for Inducers of the Endoplasmic Reticulum Stress Response (ERSR) in Human Glioma: qHTS; U87-MG GRP78 promoter luciferase reporter, 16 h; Potency, µM, without a hit: at the highest dose activation, most hits filed as activators; 420,000 compounds, 0.02% hits; AID 602332, 2012; note: potency is the fitted concentration of half-maximal effect; series mostly up to about 76 µM; % of control where 0% means no effect; nearly all actives have a fitted effect of over 35% in size
#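 Stably transfected U87-MG glioma cells carrying a GRP78-based luciferase sensor; 16 h compound incubation. Luminescence end-point read 10 min after Bright-Glo addition at room temperature.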
# PI4K2A block: qHTS for small molecular inhibitors of PI4K2A. Phosphatidylinositol 4-kinase type 2-alpha (Homo sapiens), Q9BTU6. purified PI4K2A, ADP-Glo luminescence, 1 h; stronger effect = lower value. activity change, negative = inhibition, % at 76.9 µM. 420,000 compounds, 0.13% hits. AID 1346378, 2018; in the data active = activity change below about -50%; inconclusive = mostly about -30% to -49%;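 note: -100% = wells without enzyme as full effect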
#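 Compounds are screened against recombinant PI4K2A using PI as substrate and ATP, the latter dispensed at 300 microM. Reactions run one hour at ambient temperature before ADP-Glo detection; full inhibition defined by wells lacking enzyme.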
# Vif-A3G inh: qHTS for Inhibitors of Vif-A3G Interactions: qHTS; DNA dC->dU-editing enzyme APOBEC-3G (Homo sapiens), Q9HC16; Potency, µM (titrated, usually from 46.1 µM), inactives show at the top dose activity, negative = active, hits mostly inhibitors; HeLa A3G-eYFP + Vif (tagged APOBEC3G with the HIV-1 protein that degrades it), YFP fluorescence, overnight; 410,000 compounds, 0.076% hits; AID 602310, 2012;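 note: potency is the fitted concentration of half-maximal effect; % is set by controls: 0 for no effect and ±100 for the full control effect; nearly all actives have a fitted effect of over 60% in size; hits raise eYFP signal because A3G escapes Vif-driven loss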
#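 Read-out is eYFP fluorescence (Ex 488/Em 500-530) from Vif-expressing HeLa A3G-eYFP cells; more signal means A3G escaped Vif-mediated degradation. Cells plated overnight, compound pinned in, incubated overnight at 37 deg C.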
# Vif-APOBEC3F blk: qHTS for Inhibitors of Vif-A3F Interactions: qHTS. HeLa A3F-eYFP + Vif (tagged APOBEC3F with the HIV-1 protein that degrades it), YFP fluorescence increase. Potency, µM (series often up to 46.1 µM), for the others: at the top dose activity, negative = active. 390,000 compounds, 0.2% hits. AID 602313, 2012; note: potency is the fitted concentration of half-maximal effect; % of control where 0% means no effect; nearly all actives have a fitted effect of over 65% in size
#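 HeLa cells stably expressing A3F-eYFP plus Vif, plated and incubated overnight at 37 deg C, then exposed to compounds overnight at 37 deg C. Blocked degradation read as raised yellow fluorescence (Ex 488/Em 500-530).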
# Numbers without * were called inactive; ? = inconclusive; nt = not tested or not shown; & = joins results of further samples; [ ] = another dose, or the depositor's remark. Unless noted, calls come from the whole dose curve; as a rule, active = well fitted curve in the direction sought with a large enough effect; inconclusive = small, poorly fitted or top-dose-only effect, or another doubt; inactive = no such curve, though single readings can be large; an effect the other way counts as inactive or inconclusive. A portion of the library (hit frequency here may not be typical).
# Value order: mIDH1 inhibitor	LDHA block	RXFP1 ag	TrxR1 substrate	GRP78 ERSR act	USP1 inh	PI4K2A block	Vif-A3G inh	Vif-APOBEC3F blk
> COc1ccc(-c2cn3nc(N4CCCC(C(=O)Nc5cc(C)ccc5C)C4)sc3n2)cc1 (configuration not stated)
→ -27%	-21	-0.9%	-9%	-4%	?	-12	3%	9%
> Cc1ccccc1OCC(=O)OCC(=O)NC1CCCCCC1
→ 21%	-5	0.7%	-5%	-3%	-19%	9	1%	9%
> O=C(c1cnn2c(C(F)(F)F)cc(-c3ccc(F)cc3)nc12)N1CCc2ccccc2C1
→ 6%	3	1.0%	4%	-5%	-23%	7	0%	7%
> CC(N=C1NS(=O)(=O)c2ccccc21)c1ccccc1 (configuration not stated)
→ 14%	-5	-0.6%	3%[57.1 µM]	-3%	-12%	5	1%	-6%
> CCCC(C)NC1=NCCCCC1 (configuration not stated)
→ 0%	2	0.3%	8%	0%	-11%	5	-2%	-8%
> Cc1nc2c(sc3nc4c(cc32)COC(C)(C)C4)c(=O)n1CC(=O)NCc1ccco1
→ 1%	-3	?	11%	1%	-14%	-6	?	0%
> Nc1nc(Br)c2ccccc2c1-c1ccccc1
→ 5%	-1	6.1%	4%[57.1 µM]	-2%	-15%	3	-11%	17%
> CCc1ccc(C2c3c(oc4ccc(C)cc4c3=O)C(=O)N2c2nc(C)c(C)s2)cc1 (configuration not stated)
→ -9%	3	-2.9%	-2%	-3%	3%	-1	1%	4%
> Cc1ccccc1NC(=O)Cn1c(=O)n(CCCCCC(=O)NCc2ccccc2Cl)c(=O)c2sccc21
→ -9%	-7	?	0%	-5%	-26%	2	4%	9%
> Cc1ccc2c(C)c(C)c(=O)n(C)c2c1
→ 6%	-4	nt	7%[11.4 µM]	-2%	-24%	1	1%	-9%
> CN(C)c1nc(N)c(C(=O)N=C(N)N)nc1Cl
→ 12%	-8	nt	5%[57.1 µM]	-4%&-3%	-24%	2&-3	4%	1%
> Nc1cc(=O)[nH]c(SCC(=O)N2CCCCC2)n1
→ 13%	-3	1.9%	7%[57.1 µM]	4%	-17%	-15	0%	1%
> O=C(COC(=O)c1cc(-c2ccccc2)nc2c(Cl)cccc12)c1ccc(F)cc1
→ 0%	-7	3.0%	3%	-1%	-14%	7	-1%	1%
> Cc1ccc(-c2csc(-c3cc4c([nH]c3=O)CC(c3ccccc3)CC4=O)n2)cc1 (configuration not stated)
→ -25%	5	5.6%	7%	-5%	-6%	-5	?	?
> COc1ccc(CC(=O)N2N=C(C)CC2(O)c2cccnc2)cc1OC (configuration not stated)
→ 4%	-2	0.1%	-1%	-4%	-4%	1	2%	2%
> CC(C)(C)OC(=O)C[C@H]1C/C=C\C[C@@H](CC(=O)N(CCO)Cc2ccccc2)C(=O)NCCOC1=O
→ 0%	-4	nt	-10%	-3%	-21%	-1	2%	0%
> Cc1ccnc(N2CCC(C(=O)NNC(=O)COc3cccc4ccccc34)CC2)n1
→ 8%	-12	-2.3%	2%	-2%	-9%	-6	-1%	1%
> CCCCCCC1CC(CSc2ncn[nH]2)OC1=O (configuration not stated)
→ 2%	0	0.1%	5%	6%	5%	0	-5%	-6%
> COc1ccc2cc(/C=N/NC(=O)c3ccc(CN(c4cccc(Cl)c4Cl)S(C)(=O)=O)cc3)c(Cl)nc2c1
→ 0%	-1	0.7%	31%[activator]	0%	1%	-2	-6%	9%
> Cc1cccc(NC(=S)N2CCN(S(C)(=O)=O)CC2)c1
→ -8%	-1	-2.2%	3%	-5%	-13%	6	1%	2%
> CC1CN(C(=O)c2ccc(C(=O)c3ccccc3)cc2)CC(C)O1 (configuration not stated)
→ 0%	-6	-0.4%	9%	-1%	-12%	5	1%	-1%
> COc1ccc(CCNC(=O)c2ccc(SC)cc2OC)cc1
→ 3%	8	0.7%	6%[57.1 µM]	-1%	-2%	18	-1%	-2%
> COc1ccc(/C=C/C(=O)OCC(=O)NC2CCCC2)cc1
→ -1%	-10	-0.7%	-6%	-3%	-16%	1	-1%	0%
> COCc1cc(=O)[nH]c(Cc2c(Cl)cccc2Cl)n1
→ 11%	-2	-0.1%	-4%	-5%	-20%	4	3%	0%
> COc1ccc(NC(=O)Cn2c(=O)n(Cc3ccccc3Cl)c(=O)c3cc(OC)c(OC)cc32)cc1OC
→ -9%	-8	25µM*	-9%	-2%	-6%	-10	1%	-6%
> CCN(CC(=O)NCc1cccs1)C(=O)c1ccc(S(=O)(=O)N(C)c2ccccc2)cc1
→ 0%	-6&-1	nt	6%[57.1 µM]	-3%	-6%	-2	-5%	-1%
> Cc1ccc(S(=O)(=O)NC(CC(=O)O)c2ccco2)cc1 (configuration not stated)
→ -1%	-11	0.3%	8%[57.1 µM]	-2%	2%	1	1%	-2%
> Cc1ccc(NC(=O)Cc2ccc([N+](=O)[O-])cc2)c(Br)c1
→ 1%	-5	0.3%	0%	-3%	-6%	5	1%	4%
> O=C(CSc1ncccc1C(=O)O)c1ccc2ccccc2c1
→ -2%	-1	3.7%	8%[57.1 µM]	-11%	-18%	1	0%	-2%
> CCN(CC)S(=O)(=O)c1ccc(NC(=O)c2c(-c3ccccc3)noc2C)cc1
→ -4%	-6	9.1%	-15%	0%	-7%	-5	1%	1%
> CN1CCN(C(=O)OCCOCCOC(=O)N2CCN(C)CC2)CC1
→ -1%	-7	nt	6%[57.1 µM]	-3%	-7%	-1	-1%	-9%
> CCC(=O)Nc1cnc(NC(=O)c2cccc(F)c2)cc1C
→ -2%	-4	-1.9%	-2%	-13%	-11%	-9	3%	-9%
> CC(C)(C)C1CCC2(CC1)SCC(=O)N2c1ccccc1 (configuration not stated)
→ 1%	-4	-2.5%	9%	-4%	0%	-1	-3%	-6%
> Cc1noc(C)c1C(=O)OCC(=O)NCCc1ccc(S(N)(=O)=O)cc1
→ 0%	-4	nt	1%[57.1 µM]	-4%	-17%	-9	0%	0%
> COc1cccc(N2C(=NC(=O)C3CCCCC3)SC3CS(=O)(=O)CC32)c1 (configuration not stated)
→ -9%	-2	0.1%	4%	-4%	-25%	1	4%	-6%
> CC(C)c1ccccc1NC(=O)COC(=O)Cc1c[nH]c2ccccc12
→ 2%	-9	-1.2%	-7%	-5%	2%	3	-1%	2%
> COC(=O)CN1CC(=O)N(c2ccccc2)C1=S
→ 1%	1	0.2%	1%[57.1 µM]	-1%	-15%	3	0%	0%
> COc1cccc(Cn2c(SCC(=O)N3CCN(c4ccc(F)cc4)CC3)nc3ccccc32)c1
→ 0%	-11	3.2%	8%	-4%	-26%	4	1%	-11%
> CNc1ccccc1C(C)(C)c1cc(-c2cccc(Br)c2)no1
→ -19%	-8	0.7%	1%	-5%	-7%	4	-1%	21%
> CCOc1ccccc1NC(=O)Nc1nnc(N2CCCCCC2)s1
→ -9%	3	0.7%	-3%	0%	2%	-1	-6%	3%
> CCC1CCC(C(=O)NC(C(=O)NCCCN2CCCCC2C)C(C)C)CC1 (configuration not stated)
→ -11%	-11	-0.8%	0%	-3%	-7%	-4	1%	-2%
> O=C(O)c1ccc(-n2c(/C=C/c3ccccc3)nc3ccccc3c2=O)cc1
→ 3%	-2	8.2%	-10%	-3%	-23%	-2	-11%	-3%
> O=C(COc1ccc(S(=O)(=O)N2CCOCC2)cc1)N1CCCCCC1
→ 4%	-5	-0.3%	5%	-3%	1%	7	5%	-5%
> CCC(=O)N1N=C(c2ccc(NS(C)(=O)=O)cc2)CC1c1ccc(C)cc1 (configuration not stated)
→ 5%	-5	2.5%	492%[activator]	-1%	-3%	4	1%	7%
> COC(=O)c1cc(Cc2ccc(N)c(C(=O)OC)c2)ccc1N
→ 12%	1	4.3%	63%[activator]	-2%	-30%	-5	-5%	-13%
> CCOC(=O)C1=C(c2ccccc2)Nc2ncnn2C1c1ccc(OC)c(OC)c1OC (configuration not stated)
→ 2%	0	1.4%	-4%	-2%	-5%	3	-9%	2%
> O=C1[C@H]2[C@@H](c3ccc(Cl)cc3)N3C(=O)N(c4cccc(F)c4)C(=O)[C@@]3(Cc3ccccc3)[C@H]2C(=O)N1C1CCCCC1
→ -12%	-3	0.6%	-6%	-3%	-11%	-3	1%	0%
